Screens from PubChem.
CHX counter: Cycloheximide Counterscreen for Small Molecule Inhibitors of Shiga Toxin; 12% of 300,000 active; cell reporter, cycloheximide protein synthesis inhibition counterscreen; max response, %; in the data active = max response mostly above about 13%, no sharp cut-off; inactive = mostly below about 14%; also: read at 38.3 µM for the half of the compounds with a filed dose; 0% is about no effect
LmPK inh: qHTS Assay for Inhibitors of Leishmania Mexicana Pyruvate Kinase (LmPK) | purified LmPK, Kinase-Glo ATP luminescence, 1 h | Potency, µM (series often up to 57.5 µM), for inactives: top-dose activity change, negative = inhibition, usual class: inhibitors | 0.37% of 290,000 active | AID 1721, 2009; also: potency is read from the fitted curve at half-maximal effect; % is scaled to controls: 0 for no effect and ±100 for the full control effect
Target sequence (Q27686 whole entry, looked up): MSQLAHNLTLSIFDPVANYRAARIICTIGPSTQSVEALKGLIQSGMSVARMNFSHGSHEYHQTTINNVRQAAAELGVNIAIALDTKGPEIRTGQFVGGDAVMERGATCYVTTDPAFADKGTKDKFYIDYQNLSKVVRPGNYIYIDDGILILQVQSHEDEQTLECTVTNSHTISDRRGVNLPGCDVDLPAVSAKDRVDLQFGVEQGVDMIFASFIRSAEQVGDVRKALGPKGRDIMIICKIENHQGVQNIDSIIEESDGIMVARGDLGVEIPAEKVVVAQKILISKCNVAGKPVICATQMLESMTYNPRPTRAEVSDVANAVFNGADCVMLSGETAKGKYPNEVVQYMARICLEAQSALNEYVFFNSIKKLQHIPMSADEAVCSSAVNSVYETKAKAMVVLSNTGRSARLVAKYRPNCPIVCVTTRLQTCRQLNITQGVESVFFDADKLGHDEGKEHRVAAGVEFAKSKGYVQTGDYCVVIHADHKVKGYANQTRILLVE
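Purified LmPK (0.1 nM) converted ADP (0.1 mM) to ATP with PEP (0.5 mM) in imidazole buffer pH 7.2 with KCl and MgCl2, 1 h at room temperature. ATP was read by Kinase-Glo luminescence; data normalized to uninhibited and no-enzyme controls.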
Shiga inhibitor: A qHTS for Small Molecule Inhibitors of Shiga Toxin. AID 2315, 2010. inhibition, % at 38.7 µM. 9.2% of 290,000 active. Vero cells, Shiga toxin protein synthesis inhibition reporter; in the data active = inhibition mostly above about 28%, no sharp cut-off; inactive = mostly below about 43%; also: 0% is about no effect
Tb PYK inh: qHTS of Trypanosoma Brucei Inhibitors; pyruvate kinase (Trypanosoma brucei), Q57TT1; TbPYK enzyme, Kinase-Glo Plus ATP luminescence, 45 min; Potency, µM (highest dose often 76.8 µM), for the others: at the highest dose activity, negative = inhibition, hits mostly inhibitors; 0.12% of 410,000 active; AID 624173, 2012; also: potency is read from the fitted curve at half-maximal effect; % is scaled to controls: 0 for no effect and ±100 for the full control effect; nearly all actives have a fitted effect of over 50% in size
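Luminescent Kinase-Glo Plus end-point after 45 min room-temperature reaction of T. brucei pyruvate kinase started with 130 uM ADP (final). Buffer TEA 50 mM pH 7.2 with KCl, MgCl2, BSA, Tween-20; titration-based qHTS with fitted concentration-effect curves.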
Pf growth 96h: Primary qHTS for delayed death inhibitors of the malarial parasite plastid, 96 hour incubation | P. falciparum luciferase reporter growth, 96 h | Potency, µM (titrated, usually from 28.7 µM), for the others: at the highest dose activity change, negative = inhibition, most hits filed as inhibitors | 6.9% of 320,000 active | AID 504834, 2011; also: potency is read from the fitted curve at half-maximal effect; % is scaled to controls: 0 for no effect and ±100 for the full control effect
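96 h incubation, 37 C, 5% CO2, of luciferase-reporter P. falciparum-infected RBCs (2% hematocrit, 0.05% parasitemia final) with test compounds; endpoint luminescence.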
Pf growth 48h: Primary qHTS for delayed death inhibitors of the malarial parasite plastid, 48 hour incubation; P. falciparum luciferase growth in erythrocytes, 48 h; Potency, µM (titrated, usually from 28.7 µM), for inactives: at the highest dose activity change, negative = inhibition, hits mostly inhibitors; 5.9% of 310,000 active; AID 504832, 2011; also: potency is read from the fitted curve at half-maximal effect; % is scaled to controls: 0 for no effect and ±100 for the full control effect
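Read-out is firefly luciferase luminescence from an integrated reporter in P. falciparum, so falling signal marks reduced parasite growth. Infected erythrocytes were at 2% hematocrit and 0.1% parasitemia (final) in Albumax-supplemented RPMI 1640.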
AmpC no deterg: qHTS Inhibitors of AmpC Beta-Lactamase (assay without detergent) | AmpC nitrocefin hydrolysis, absorbance 480 nm, 0.0001% Triton | 0.52% of 330,000 active | Potency, µM (series often up to 57.1 µM), for the others: top-dose activity change, negative = inhibition, hits mostly inhibitors | P00811;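 also: potency is read from the fitted curve at half-maximal effect; plate controls were no compound for no effect and no enzyme for full effect; nearly all actives have a fitted effect of over 20% in size; some results filed as inactive show a strong effect at the top dose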
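AmpC (5.3 nM in the dispensed reagent) in 20 mM phosphate pH 7.0 with 0.01% (detergent screen) or 0.0001% Triton X-100 was preincubated with compounds for 15 min at room temperature. Nitrocefin was then added from an 800 uM solution, and hydrolysis was followed at 480 nm.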
* hit, by the source's call; ? = inconclusive; . = not tested or not shown; & = joins results of further samples; [ ] = another dose, or the depositor's remark. Unless noted, calls follow the shape of the dose curve; as a rule, active = well fitted curve in the direction sought with a large enough effect; inconclusive = small, poorly fitted or top-dose-only effect, or another doubt; inactive = no such curve, though single readings can be large; an effect the other way counts as inactive or inconclusive.

no.	molecule	CHX counter	LmPK inh	Shiga inhibitor	Tb PYK inh
1	Cc1cccc(NC(=S)N2CCC(NC(=O)c3ccco3)CC2)c1	-2	-5%	-4	2%
2	O=C(CN(C(=O)c1csnn1)c1ccc(F)c(Cl)c1)NC1CCCC1	-8	-13%	-6	2%
3	Cn1c(COc2ccc([N+](=O)[O-])cc2)nnc1SCC(N)=O	9	5%	2	-4%
4	CCOC(=O)c1c(N)c(C#N)c2n1CCCC2	-4	2%	-22	8%
5	CCOc1ccccc1N1CCN(C(=O)c2cc3c(C)cc(C)cc3[nH]2)CC1	-3	5%	-2	7%
6	COc1ccc(NC(=O)CN2CCC3(O)CCCCC3C2c2cc(OC)ccc2OC)cc1 (centres undefined)	2	0%	-10	5%
7	O=C(NC1CCCCC1)NC1CC2CCC(C1)N2C(=S)NCc1ccco1 (centres undefined)	-4	-6%	-14	0%
8	Cc1cc(NC(=O)Nc2ccccc2Cl)no1	27*	-9%	64*	-6%
9	COC(=O)C1=C(c2ccc(OC(F)(F)F)cc2)C[C@@H]2CC[C@H]1N2C(=O)NCCCOC(C)C	.	.	.	-3%
10	COc1ccc(NS(=O)(=O)c2csc(C(=O)N3CCCC3)c2)cc1	2	2%	13	-5%

no.	Pf growth 96h	Pf growth 48h	AmpC no deterg
1	4%	5%	-15%
2	?	-17%	-4%
3	21%	6%	-12%
4	2%	13%	-6%
5	?	?	20%
6	?	?	72%[activator]
7	63%[activator]	0%	-8%
8	?	46%[activator]	-51%
9	?	?	253%[activator]
10	8%	?	-7%

Next section
no.	molecule	CHX counter	LmPK inh	Shiga inhibitor	Tb PYK inh
11	CC(C)(C)c1ccc(OCCCN2CCCC2)cc1	-2	0%	-6	1%
12	Cc1nn(-c2ccc3nnc(Br)n3n2)c(C)c1Br	-8	5%	-12	.
13	CCOc1cc(C(=O)N2CCN(c3ccccn3)CC2)cc(OCC)c1OCC	3	2%	-6	-2%
14	O=C1C2C3c4ccccc4C(c4ccccc43)[C@@H]2C(=O)N1c1nc(-c2ccccc2)cs1 (some centres undefined)	4	4%	-1	-11%
15	COCc1c(C(=O)N2CCN(Cc3ccc4c(c3)OCO4)CC2)oc2ccccc12	.	.	.	0%
16	O=C([C@H](Cc1ccccc1)N1C(=O)c2ccccc2C1=O)N1CCOCC1	7	-3%	-22	5%
17	CC1=NNC(=O)C1CCC(=O)N/N=C/c1ccc(C)cc1 (centres undefined)	-1	-3%	-8	5%
18	O=C(Nc1cccc(C(F)(F)F)c1)c1cc2ncc(Br)cn2n1	-4	4%	22	-2%
19	CCn1c(SC(C)C)nnc1C1CCN(S(=O)(=O)c2ccc(OC)cc2)CC1	-5	-1%	-5	-28%
20	COC(=O)/C(C#N)=C/c1cc(C)sc1C	1	3%	-8	-4%

no.	Pf growth 96h	Pf growth 48h	AmpC no deterg
11	-24%	-5%	15%
12	.	1%	-22%
13	?	-9%	63%[activator]
14	?	3%	-11%
15	-17%	?	162%[activator]
16	-1%	22%	-3%
17	81%[activator]	-5%	-2%
18	7%	.	-24%
19	?	?	85%[activator]
20	-3%	21%	-11%

Copied from the entries so far (10 entries):
no.	molecule	CHX counter	LmPK inh	Shiga inhibitor	Tb PYK inh
8	Cc1cc(NC(=O)Nc2ccccc2Cl)no1	27*	-9%	64*	-6%
9	COC(=O)C1=C(c2ccc(OC(F)(F)F)cc2)C[C@@H]2CC[C@H]1N2C(=O)NCCCOC(C)C	.	.	.	-3%
10	COc1ccc(NS(=O)(=O)c2csc(C(=O)N3CCCC3)c2)cc1	2	2%	13	-5%
11	CC(C)(C)c1ccc(OCCCN2CCCC2)cc1	-2	0%	-6	1%
12	Cc1nn(-c2ccc3nnc(Br)n3n2)c(C)c1Br	-8	5%	-12	.
13	CCOc1cc(C(=O)N2CCN(c3ccccn3)CC2)cc(OCC)c1OCC	3	2%	-6	-2%
14	O=C1C2C3c4ccccc4C(c4ccccc43)[C@@H]2C(=O)N1c1nc(-c2ccccc2)cs1 (some centres undefined)	4	4%	-1	-11%
15	COCc1c(C(=O)N2CCN(Cc3ccc4c(c3)OCO4)CC2)oc2ccccc12	.	.	.	0%
16	O=C([C@H](Cc1ccccc1)N1C(=O)c2ccccc2C1=O)N1CCOCC1	7	-3%	-22	5%
17	CC1=NNC(=O)C1CCC(=O)N/N=C/c1ccc(C)cc1 (centres undefined)	-1	-3%	-8	5%

no.	Pf growth 96h	Pf growth 48h	AmpC no deterg
8	?	46%[activator]	-51%
9	?	?	253%[activator]
10	8%	?	-7%
11	-24%	-5%	15%
12	.	1%	-22%
13	?	-9%	63%[activator]
14	?	3%	-11%
15	-17%	?	162%[activator]
16	-1%	22%	-3%
17	81%[activator]	-5%	-2%

Additional records follow:
no.	molecule	CHX counter	LmPK inh	Shiga inhibitor	Tb PYK inh
21	CC(=O)Nc1cccc(C(=O)N/N=C/c2c[nH]c3ccccc23)c1	13*	-1%	39	-1%
22	O=C(NC(=S)Nc1ccccc1Br)C1CCC1	43*	4%	50*	0%
23	c1ccc(OCCOc2ncnc3ccccc23)cc1	37*	-7%	93*	-5%
24	CCOc1ccc(NC(=O)CN(C)C(=O)c2nc3nc(C)cc(C)n3n2)cc1OCC	.	.	.	5%
25	N=c1sccn1CC(=O)Nc1cccc(S(=O)(=O)N2CCCCCC2)c1	-1	5%	-2	-10%
26	CCN(C(=O)CN1CCCCC1)c1c(N)n(Cc2ccccc2)c(=O)[nH]c1=O	.	.	.	-10%
27	Cc1ccc(S(=O)(=O)NCC(=O)OC(C)C(=O)NC2CCCCC2C)cc1C (centres undefined)	.	.	.	-3%
28	CC(=O)Nc1ccc(NC(=O)c2c([N+](=O)[O-])c(C(C)(C)C)nn2C)cc1	-3	-1%	-3	1%
29	CCOC(=O)N(c1ccccc1)P1(=S)OCCO1	-9	1%	-14	?
30	Cc1ccc(C(C)NC(=O)/C(C#N)=C\c2c(C)[nH]c3ccccc23)cc1 (centres undefined)	-2	6%	-11	-2%
31	CCCCC(C)(O)C/C=C/[C@H]1[C@H](O)CC(=O)[C@@H]1CCCCCCC(=O)OC (some centres undefined)	-8&-4	5%	-5&-14	0%
32	COc1ccc(/C=C/C(=O)c2ccccc2O)cc1	65*	?	106*	-4%

no.	Pf growth 96h	Pf growth 48h	AmpC no deterg
21	2.3µM*	25%	-32%
22	?	-16%	-13%
23	?	193%[activator]	-20%
24	-30%	-18%	-10%
25	?	-15%	-31%
26	19%	-6%	-13%
27	13%	6%	23%
28	34%[activator]	38%[activator]	14%
29	118%[activator]	?	-2%
30	?	.	-23%
31	?	?	1%
32	-28%	210%[activator]	-10%

Record cards, as listed above. Values in the order: CHX counter, LmPK inh, Shiga inhibitor, Tb PYK inh, Pf growth 96h, Pf growth 48h, AmpC no deterg
Listed for O=C(NC(=S)Nc1ccccc1Br)C1CCC1 → 43*, 4%, 50*, 0%, ?, -16%, -13%
Listed for c1ccc(OCCOc2ncnc3ccccc23)cc1 → 37*, -7%, 93*, -5%, ?, 193%[activator], -20%
